OX1R antag-1 – blocks the human orexin 1 receptor; O43613; OX1R-expressing cells, FRET antagonist read-out; inhibition, % at 6.6 µM; actives 1.8% (n = 330,000); AID 485270; in the data active means inhibition mostly above about 38%, no sharp cut-off; inactive means mostly below about 40%;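 further: 0% = agonist challenge alone and 100% = reference antagonist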
Target sequence (O43613 whole entry, looked up): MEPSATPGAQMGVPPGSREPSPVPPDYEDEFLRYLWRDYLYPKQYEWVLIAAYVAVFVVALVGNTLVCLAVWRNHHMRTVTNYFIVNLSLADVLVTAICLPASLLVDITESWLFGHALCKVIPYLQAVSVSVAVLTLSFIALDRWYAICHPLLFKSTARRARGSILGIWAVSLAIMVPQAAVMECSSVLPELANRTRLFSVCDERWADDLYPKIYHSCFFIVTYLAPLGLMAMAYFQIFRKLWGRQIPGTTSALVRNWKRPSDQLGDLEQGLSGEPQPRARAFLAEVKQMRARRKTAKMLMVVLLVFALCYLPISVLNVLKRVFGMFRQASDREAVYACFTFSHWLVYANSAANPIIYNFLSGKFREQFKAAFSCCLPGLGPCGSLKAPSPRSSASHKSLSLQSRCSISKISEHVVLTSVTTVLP
OX1R antag-2 – human HCRTR1 antagonism. actives 0.43% (n = 330,000). CHO/OX1R cells, Fluo-8 calcium fluorescence, orexin A. inhibition, % at 5 µM. AID 434989. O43613;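 active means inhibition above its plate's threshold, mean inhibition of all tested compounds on the plate plus 3 SD, cut at about 37% in these data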;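 further: 0% = orexin A challenge wells and 100% = SB-334867-A antagonist wells; not every result past the cut was called active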
Starred values were filed as active, the others as inactive. Rows are unselected, and some 2.1% of all compounds hit somewhere here.

OX1R antag-1	OX1R antag-2	Compound
25	-24	Fc1ccc(COc2ccc(Br)cc2CNCC2CCCO2)cc1 (centres undefined)
19	-11	Cc1cc(Cl)ccc1NC(=O)CSc1nnc(Cc2cccs2)n1Cc1ccco1
20	-8	Cn1c(=O)[nH]c2nc[nH]c2c1=O
2	3	CCOc1ccc(CNC(=O)C2CCN(S(=O)(=O)N3CCCC3)CC2)cc1OC
5	3	O=C(CCn1c(=O)c2sccc2n(Cc2cc(=O)n3ccccc3n2)c1=O)NCc1ccco1
13	-5	CCN(C(=O)c1ccco1)c1nnc(-c2cccnc2)s1
19	-21	Cc1ccc(-c2[nH]ncc2C(=O)c2ccccc2C)c(O)c1
18	-1	COc1ccc(CCC(=O)OCC(=O)Nc2ccc3[nH]c(=O)[nH]c3c2)cc1
8	-14	Cc1ccc(S(=O)(=O)Nc2ccc(S(=O)(=O)Nc3nccs3)cc2)c([N+](=O)[O-])c1
36	-2	NC(=O)C[C@@H]1NC(=O)CNC(=O)c2cc([N+](=O)[O-])cc(I)c2NCCC(C(N)=O)NC1=O (some centres undefined)
14	-4	Cc1cc(C)cc(OCC(=O)NNC(=O)c2cc(C)[nH]n2)c1
42	-2	COc1ccc(NC(=O)CC2C(=O)N(c3ccc(Cl)cc3)C(=S)N2CCc2ccccn2)cc1 (centres undefined)
25	-27	COc1ccc(NC(=O)c2cc(Br)ccc2Cl)c(OC)c1
18	2	O=C(O)c1nn(-c2cccc(Cl)c2)c(=O)cc1O
14	-12	Oc1ccc(C=Nc2cccc3ccccc23)c(O)c1
4	7	COc1ccc(C(C)(C)C)cc1NC(=O)COc1ccc(-c2nnco2)cc1
13	-2	O=C(O)c1ccc(OCC(O)Cn2cnc3ccccc32)cc1 (centres undefined)
-2	-29	O=S(=O)(c1ccc(F)cc1)N1CCN(CC(O)COc2ccccc2F)CC1 (centres undefined)
43	-18	Cc1sc(NC(=O)C2CCCCC2C(=O)O)c(C(N)=O)c1-c1ccc(C(C)(C)C)cc1 (centres undefined)
7	-23	O=C(Nc1ccn(Cc2c(F)c(F)c(F)c(F)c2F)n1)c1cccc(Cn2cc([N+](=O)[O-])cn2)c1
34	-29	COc1ccc(Cl)cc1NC(=O)CSc1nncn1-c1cccnc1
5	-42	Cc1ccc(CNC(=O)CSc2nnc3n2CCCCC3)cc1
20	-17	Cc1cc(C)nc(CCNC(=O)CC2C(=O)NCCN2Cc2ccccc2)n1 (centres undefined)
7	-6	CCc1cc(C(=O)N2CCN(c3ncccn3)CC2)sc1C
1	-18	Cc1ccc(-c2csc(NC(=O)C3=NN(C4CCS(=O)(=O)C4)C(=O)CC3)n2)cc1 (centres undefined)
82*	14	COc1ccc(-c2cc(C(F)(F)F)n3ncc(C(=O)O)c3n2)cc1OC
20	-13	CSc1ccccc1NC(=O)Cc1ccccc1
8	2	O=C(Nc1ccccc1OC(F)F)c1cccc(S(=O)(=O)N2CCCC2)c1
6	-22	Cn1cccc1/C=N/N1CCN(Cc2cccc3ccccc23)CC1
3	-8	COc1ccc(NC(=O)Nc2ccccn2)cc1OC
16	0	CCC(C)[C@H](NC(=O)[C@H](Cc1ccccc1)n1c(=O)[nH]c2ccccc2c1=O)C(=O)N1CCC[C@@H]1C(=O)O (some centres undefined)
4	-22	COC(=O)c1cccc(NC(=O)c2ccccc2)c1
10	-21	O=C(CNS(=O)(=O)c1cccc(C(F)(F)F)c1)NC1CCCCCC1
15	-16	COC(=O)c1[nH]c2ccccc2c1NS(=O)(=O)c1ccc(OC)cc1OC
14	2	C/C(=C\c1cc(C(=O)O)c(C)o1)CO
18	3	COc1ccc(-c2cc(C(=O)NCCCN3CCOCC3)on2)cc1OC
-2	-20	CCOc1c(Cl)cc(CNCC(O)c2ccccc2)cc1OC (centres undefined)
31	-20	O=C(CSc1nccc(=O)[nH]1)c1ccccc1Br
9	6	COc1ccc(OC)c(NC(=O)COC(=O)CCS(=O)(=O)c2ccc(Cl)cc2)c1
14	-32	COc1ccc(C2CC(=O)Nc3sc(=N)c4c(N)c(C#N)c(N)nc4c32)cc1OC (centres undefined)
3	0	Cc1c(NC(=O)C(C)n2cc([N+](=O)[O-])cn2)c(=O)n(-c2ccccc2)n1C (centres undefined)
3	-4	CCOc1ccc(OCC)c(NC(=O)C2CCN(S(=O)(=O)c3c(C)[nH]c(=O)[nH]c3=O)CC2)c1
31	-18	COCCn1nnnc1C(C(C)C)N(Cc1cccnc1)Cc1ccccc1Cl (centres undefined)
4	-10	COCCN(CC(=O)Nc1cccc(C)c1C)C(=O)c1cc2c(s1)CCC2
12	-18	CCCCOC(=O)Cn1c(=O)n(CC(=O)OCCCC)c2cc(C)ccc21
8	-30	Cc1ccc(C(=O)Nc2ccc(Nc3ccccc3)cc2)c(Cl)c1
4	5	Cc1cc(OCC(=O)N2CCC(O)CC2)c2c(C)cc(=O)oc2c1
21	9	COc1cc(/C=C(\C#N)C(=O)c2ccc(O)c(O)c2)cc(I)c1O
12	0	CC12C=CC(=O)C=C1CCC1C2C(=O)C[C@@]2(C)C1CCC2(O)C(=O)CO (some centres undefined)
10	13	CC[C@@H]1C/C=C\Cc2ccccc2[C@H](C(=O)C[C@@H](O)CC(C)=O)OC1=O
17	-17	CN(Cc1ccccn1)Cc1nc(-c2ccc(Cl)cc2)no1
55	10	O=C(NCc1ccccc1)c1cc[n+](Cc2ccccc2)cc1
27	-32	Cc1c(Nc2nc3ccccc3nc2NS(=O)(=O)c2cccc(Cl)c2)c(=O)n(-c2ccccc2)n1C
7	-12	CC(=O)Nc1ccc(NS(=O)(=O)c2cc(Cl)sc2Cl)cc1
13	-22	CCCCc1ccc(-c2csc(/C(C#N)=C/c3ccc(C)o3)n2)cc1
2	3	COc1ccc(NC(=O)CN2C(=O)C(C)Oc3ccccc32)c(OC)c1 (centres undefined)
52*	5	O=[N+]([O-])c1ccc(N2CCc3ccccc3C2)cc1
19	-11	CCOCC(=O)Nc1ccccc1C(=O)OCC
24	-32	CC(NC(=O)COC(=O)c1ccc(N(C)C)cc1)c1ccccc1 (centres undefined)
3	-9	COc1ccc(SCCN2CC[C@@H](C(C)(C)C)CCC2=O)cc1

3 entries out of the list above, arranged by their value in OX1R antag-1, smallest number first.
OX1R antag-1	OX1R antag-2	Compound
2	3	COc1ccc(NC(=O)CN2C(=O)C(C)Oc3ccccc32)c(OC)c1 (centres undefined)
3	-4	CCOc1ccc(OCC)c(NC(=O)C2CCN(S(=O)(=O)c3c(C)[nH]c(=O)[nH]c3=O)CC2)c1
12	0	CC12C=CC(=O)C=C1CCC1C2C(=O)C[C@@]2(C)C1CCC2(O)C(=O)CO (some centres undefined)

Continued.
OX1R antag-1	OX1R antag-2	Compound
16	-13	C[C@@]12CC(=O)NC1N(C(=O)c1ccccc1)C(c1ccccc1OC(=O)c1ccccc1)C2 (some centres undefined)
1	-10	COc1ccc(CN2C3CCC2CC(NC(=O)c2cccc(F)c2)C3)cc1 (centres undefined)
18	-8	S=C(NCCc1ccc(Cl)cc1)NCc1ccco1
4	-37	O=C(CSc1nc2ccccc2c(=O)n1-c1ccccc1Cl)NC1CCS(=O)(=O)C1 (centres undefined)
16	-18	COc1ccc(N2CCN(CCCNC(=O)C(=O)c3c(C)n(C)c4ccccc34)CC2)cc1
13	-17	COc1cc(CN2CCCC(CO)(Cc3cccc(Cl)c3)C2)cc(OC)c1O (centres undefined)
-1	-11	COC(=O)c1cc(NC2c3ccccc3C(=O)N2CCN2CCOCC2)cc(C(=O)OC)c1 (centres undefined)
4	-24	COC(=O)c1ccsc1NC(=O)CN1CCN(Cc2ccc3c(c2)OCO3)CC1
27	-12	COc1ccc(OC)c(N(CC(=O)Nc2cccnc2)S(=O)(=O)c2ccc(OC)c(OC)c2)c1
0	-3	O=C(Oc1ccc(-c2csnn2)cc1)C1CC1
14	-19	CCn1c(CSc2nc3ccccc3[nH]2)n[nH]c1=S
25	-25	Cc1nn(-c2ccc(F)cc2)c2sc(C(=O)OC3CCOC3=O)cc12 (centres undefined)
10	-35	C=CCc1ccc(OCC(O)CN2CCN(Cc3ccccc3)CC2)c(OC)c1 (centres undefined)
8	19	C=CCN(CC=C)S(=O)(=O)c1ccc(NC(=S)NC(=O)C2CC2)cc1
30	-14	CC(=O)N1N=C(c2ccccc2)CC1c1ccccc1[N+](=O)[O-] (centres undefined)
22	45	Brc1ccccc1-n1nnc(-c2nccs2)n1
14	-15	CCCCCNC(=O)N[C@H](C(=O)O)C(C)C
39	11	O=C1C(Cc2ccccc2)Nc2ncnc(N3CCc4ccccc4C3)c2N1Cc1ccc(Br)cc1 (centres undefined)
16	-11	CC(C)CCNC(=O)COc1ccc(C(=O)c2ccccc2)cc1
4	0	Cc1ccc(-c2nnc(-c3ccc(NC(=O)Cc4cccs4)cc3)o2)cc1
28	-19	COc1ccc(-c2c3c(=O)n(C)c(=O)n(C)c3cn2-c2cccc(OC)c2)cc1
4	-15	CCCN(CCC)S(=O)(=O)c1ccc(NC(=O)c2cc(C(=O)OC)cc([N+](=O)[O-])c2)cc1
18	-7	OCCC1CN(Cc2cn[nH]c2C2CCCCC2)CCN1C1CCCC1 (centres undefined)
8	-10	COc1cc(C(=O)OCC(=O)NC(=O)NCc2ccccc2)ccc1OC(F)F
7	-30	COc1ccc(N2CCCn3c2nc2c3c(=O)n(Cc3ccccc3F)c(=O)n2C)c(OC)c1
3	-7	O=C(Cc1ccccc1)c1c[nH]c(C(=O)O)c1
18	-10	COc1ccc(OC)c(CCNC(=O)C2CCN(c3ncnc4c3nc3n4CCCCC3)CC2)c1
22	-12	Cc1ccc(S(=O)(=O)N[C@@H](C)C(=O)N2CCC(C(=O)N3CCC[C@H]3C(=O)O)CC2)cc1
32	-15	Cc1[nH]c(=S)c(C#N)c2c1CCCC2
13	-30	O=C(CCN1C(=O)COc2ccccc21)NCCCN1CCN(c2ccc(F)cc2)CC1

Full records, looked up by structure.
CCOc1c(Cl)cc(CNCC(O)c2ccccc2)cc1OC (centres undefined) is entered as OX1R antag-1 = -2; OX1R antag-2 = -20
Cc1c(NC(=O)C(C)n2cc([N+](=O)[O-])cn2)c(=O)n(-c2ccccc2)n1C (centres undefined) is entered as OX1R antag-1 = 3; OX1R antag-2 = 0

Back to the main list, starting 5 compounds before the break.
OX1R antag-1	OX1R antag-2	Compound
3	-7	O=C(Cc1ccccc1)c1c[nH]c(C(=O)O)c1
18	-10	COc1ccc(OC)c(CCNC(=O)C2CCN(c3ncnc4c3nc3n4CCCCC3)CC2)c1
22	-12	Cc1ccc(S(=O)(=O)N[C@@H](C)C(=O)N2CCC(C(=O)N3CCC[C@H]3C(=O)O)CC2)cc1
32	-15	Cc1[nH]c(=S)c(C#N)c2c1CCCC2
13	-30	O=C(CCN1C(=O)COc2ccccc21)NCCCN1CCN(c2ccc(F)cc2)CC1
2	2	Cc1ccc(S(=O)(=O)Nc2ccc3c(c2)C(=O)N([C@H](C)CO)C[C@@H](C)[C@@H](CN(C)C(=O)Nc2cccc4ccccc24)O3)cc1
5	-21	COc1cc(OC)c(S(=O)(=O)Nc2ccccc2N2CCOCC2)cc1NC(C)=O
-5	-15	COc1ccc(NS(=O)(=O)c2cccc(C(=O)NCC3CCCO3)c2)cc1 (centres undefined)
5	-14	O=C(NCCCC1CCCC1)C1CCC(=O)N(Cc2ccccc2F)C1 (centres undefined)
3	-24	CC(C)c1cc(-c2n[nH]c(=S)n2Cc2ccccc2)cs1
19	3	COCCn1c(C)cc(C(=O)COC(=O)c2ccc(Cl)c(S(N)(=O)=O)c2)c1C
0	-16	N#Cc1ccc(C23OCCN2CCn2nc4ccccc4c23)cc1 (centres undefined)
8	-7	S=C(NCc1ccncc1)NC1CCCC1
-2	-26	CC(=O)Nc1cc(C(=O)NCCN2CCN(Cc3ccccc3)CC2)ccc1Sc1ccc(C)cc1
13	-11	Cc1ccc(C(=O)N2CCCC(Nc3ccc(C)c(C)c3)C2)c(=O)[nH]1 (centres undefined)
7	-3	CC(C)Cc1ccc(/C(=N/O)C(=O)O)s1
-2	-15	COC(=O)c1ccc2nc(NC(=O)COC(=O)CSc3nc(C)cc(C)n3)sc2c1
2	-3	NCCCC[C@@H](C(=O)N1CCNCC1)n1cc([C@@H](N)CC(N)=O)nn1
23	-25	C=CCOC(=O)C1=C(C)N=C2SCCC(=O)N2C1/C=C/c1ccccc1OC (centres undefined)
2	-13	CC(C)CC1NC(=O)N(CC(=O)N(C)C2CCCCC2)C1=O (centres undefined)
10	-14	CCCCn1c(N)c(N(CCC(C)C)C(=O)c2ccc3ccccc3c2)c(=O)[nH]c1=O
6	-14	CCOC(=O)c1cnn(-c2ccccc2)c1-n1cccc1C(=O)C(=O)N(CC)CC
13	-15	COc1ccc(CN2CN(S(=O)(=O)c3ccccc3)c3nc4ccccc4nc32)cc1
11	-11	Cc1ccc(Sc2ccc(C(=O)NC(C)C)cc2[N+](=O)[O-])cc1
8	5	O=C(Nc1ccc(C2=NCCN2)cc1)c1ccc(Cl)c(C(=O)Nc2ccc(C3=NCCN3)cc2)c1
9	-18	COC(=O)c1ccc(CSc2ncnc3c2nnn3-c2ccc(F)cc2)o1
8	1	CCOc1cc2[nH]c(=O)n(CCC(=O)NCc3ccc(OC)cc3)c(=O)c2cc1OCC
12	-46	O=C(c1ccccc1F)N1CCN(c2ccc([N+](=O)[O-])c(NCc3cccnc3)c2)CC1
40	-5	Cc1ccc(S(=O)(=O)N2[C@@H](c3ccccc3)C(C(=O)O)=CC[C@H]2c2ccc3c(c2)OCO3)cc1
29	-14	CC1CCc2sc(C(=O)OCC(=O)NCc3ccc(F)cc3)cc2C1 (centres undefined)
11	-22	COc1ccc(CCNC(=O)CSc2nc3[nH]ncc3c(=O)n2-c2ccccc2Br)cc1OC
10	-16	O=C(c1cccs1)N1CCN(S(=O)(=O)c2cccs2)CC1
